uPA surface inh – cell surface uPA generation inhibition; 330,000 tested, 0.31% active; cell surface uPA generation assay, qHTS; Potency, µM (titrated, usually from 38.3 µM), for the others: at the top dose activity change, negative = inhibition, most hits filed as inhibitors; AID 540303; active = well fitted inhibition curve with a large enough effect; inconclusive = small, poorly fitted or top-dose-only effect; inactive = no such curve, though single readings can be large or run the other way; tested in mouse RAW 264.7 cells; also: potency is read from the fitted curve at half-maximal effect; % is scaled to controls: 0 for no effect and ±100 for the full control effect; nearly all actives have a fitted effect of over 55% in size
VP16 counter – inhibits Gal4-VP16 luciferase reporter, ROR gamma counter-screen; Drosophila S2 Gal4-VP16 UAS-luciferase, luminescence, 20 h; Potency, µM (titrated, usually from 53.6 µM), inactives show at the top dose activity, negative = inhibition, most hits filed as inhibitors; 310,000 tested, 3.5% active; AID 2546;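 also: Gal4-VP16 expression switched on by copper sulfate through the metallothionein promoter; potency is read from the fitted curve at half-maximal effect; % is scaled to controls: 0 for no effect and ±100 for the full control effect; nearly all actives have a fitted effect of over 50% in size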
NPC1 promoter act – activators of NPC1 promoter; 320,000 tested, 2.4% active; Potency, µM (top dose mostly 9.22 µM), inactives show at the top dose activation, usual class: activators; Huh7 NPC1 promoter luciferase reporter, 24 h;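 also: potency is read from the fitted curve at half-maximal effect; % of control where 0% means no effect; nearly all actives have a fitted effect of over 60% in size; reporter is driven by a mutant NPC1 promoter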
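Luminescence from an NPC1 promoter-driven luciferase reporter in stably transfected Huh7 cells was measured after 24 h compound treatment at 37 °C, followed by 10 min ambient incubation with luciferase detection reagent.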
Rab9 prom act – Rab9 promoter activation; Huh7 Rab9 promoter-luciferase reporter, luminescence, 24 h; Potency, µM (top dose mostly 9.22 µM), inactives show top-dose activation, negative = inhibition, actives largely listed as activators; 320,000 tested, 2.8% active; AID 485297; also: potency is read from the fitted curve at half-maximal effect; % of control where 0% means no effect; nearly all actives have a fitted effect of over 60% in size
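Measured in stably transfected Huh7 cells bearing a Rab9 promoter–luciferase construct: 24 h compound treatment at 37 °C, followed by luminescence detection.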
ELG1 genotox – induces genotoxicity in HEK293T cells with luciferase-tagged ELG1; HEK293T ELG1-luciferase reporter, luminescence, 16 h; Potency, µM (top dose mostly 46 µM), without a hit: at the top dose activity change, positive = activation, hits mostly activators; 330,000 tested, 1.3% active; AID 504466; also: potency is read from the fitted curve at half-maximal effect; % of control where 0% means no effect; nearly all actives have a fitted effect of over 60% in size
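Step 1: seed 2,000 HEK293T ELG1-luciferase cells per well. Step 2: add compound or DMSO, incubate 16 hr at 37 °C. Step 3: ONE-Glo, 30 min at room temperature, read luminescence.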
Coupling enz – coupling enzyme interference in Giardia aldolase counter-screen | coupling enzyme system counterscreen, AmpLite Red fluorescence | activity change, negative = inhibition, % at 58.2 µM, hits read low | 290,000 tested, 0.67% active; in the data active = activity change below about -30%; also: % is scaled to controls: 0 for no effect and ±100 for the full control effect
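Activity here indicates interference with the coupling reaction, not aldolase inhibition. Compounds at 57.5 uM final met coupling enzymes for 10 min at RT; substrate and AmpLite Red detection followed, with a 525/598 nm fluorescence read after 20 min.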
Giardia kill – Giardia lamblia killing. Giardia lamblia trophozoite viability. activity change, % at 7.66 µM, hits read low. 340,000 tested, 0.15% active. AID 540267; in the data active = activity change below about -80%; inconclusive = between about -30% and that limit;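 also: parasites exposed to compound for two days anaerobically before the ATP read; % is scaled to controls: 0 for no effect and ±100 for the full control effect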
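Each well holds 100 Giardia trophozoites and compound. After two days (48 hrs) at 37 deg C in anaerobic conditions, ATP is quantified by luminescence.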
FLuc counter – inhibits or activates purified firefly luciferase, miR-21 counter-screen. AID 588342. Potency, µM (top dose mostly 57.5 µM), for inactives: at the top dose activity change, negative = inhibition, most hits filed as inhibitors. purified FLuc, Km substrates, luminescence inhibition. 360,000 tested, 6.9% active. P08659;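 also: potency is read from the fitted curve at half-maximal effect; plate controls were vehicle for no effect and reference inhibitor for full effect; nearly all actives have a fitted effect of over 55% in size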
Target sequence (P08659 whole entry, looked up): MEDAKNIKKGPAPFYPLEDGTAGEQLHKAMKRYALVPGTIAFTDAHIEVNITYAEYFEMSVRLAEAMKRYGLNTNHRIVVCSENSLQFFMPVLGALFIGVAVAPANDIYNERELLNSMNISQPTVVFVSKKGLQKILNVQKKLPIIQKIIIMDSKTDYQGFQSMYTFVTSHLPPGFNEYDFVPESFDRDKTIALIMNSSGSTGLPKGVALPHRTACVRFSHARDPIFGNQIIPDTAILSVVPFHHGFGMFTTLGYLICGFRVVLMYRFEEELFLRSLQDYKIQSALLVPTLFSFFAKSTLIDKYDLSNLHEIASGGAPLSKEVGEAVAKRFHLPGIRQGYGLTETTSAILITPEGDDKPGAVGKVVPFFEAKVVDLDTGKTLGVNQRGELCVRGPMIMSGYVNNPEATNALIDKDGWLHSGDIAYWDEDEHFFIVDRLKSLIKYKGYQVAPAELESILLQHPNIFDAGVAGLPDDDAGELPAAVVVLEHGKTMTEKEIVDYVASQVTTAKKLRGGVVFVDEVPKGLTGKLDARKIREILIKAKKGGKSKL
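Purified P. pyralis luciferase (10nM final) with 10uM D-luciferin and 10uM ATP (Km levels) in 50mM Tris acetate pH 7.5, 10mM Mg acetate, 0.01% Tween-20, 0.05% BSA; qHTS 6-point titration, ~60 µM downward; luminescence read.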
KCNH2 3.1 block – KCNH2 3.1 (human) potassium channel inhibition; AID 720553; U2OS KCNH2 3.1, thallium flux FluxOr; active compounds read low; 340,000 tested, 0.95% active; activity change, % (tested at about 1.8 µM);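 active = maximum activity change below -70%; inconclusive = maximum activity change from -70% to -50%; inactive = maximum activity change above -50%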;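 also: thallium influx rate constant from kinetic fluorescence after stimulation buffer; % is scaled to controls: 0 for no effect and ±100 for the full control effect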
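Steps: virus added to U2OS suspension (4 h, RT, dark); medium with 10% FBS added, cells plated, 37 C overnight; FluxOr/Red40 loading buffer 45 min RT; stimulation buffer, 2 min kinetic read; rate constant normalized.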
RORgamma inh – blocks mouse ROR gamma transcriptional activity; Drosophila S2 Gal4-RORgamma UAS-luciferase reporter, 20 h; AID 2551; 310,000 tested, 5.4% active; Potency, µM (titrated, usually from 53.6 µM), without a hit: top-dose activity change, negative = inhibition, hits mostly inhibitors; P51450; also: potency is read from the fitted curve at half-maximal effect; % is scaled to controls: 0 for no effect and ±100 for the full control effect; nearly all actives have a fitted effect of over 60% in size
Target sequence (P51450 whole entry, looked up, the tested form may be a part): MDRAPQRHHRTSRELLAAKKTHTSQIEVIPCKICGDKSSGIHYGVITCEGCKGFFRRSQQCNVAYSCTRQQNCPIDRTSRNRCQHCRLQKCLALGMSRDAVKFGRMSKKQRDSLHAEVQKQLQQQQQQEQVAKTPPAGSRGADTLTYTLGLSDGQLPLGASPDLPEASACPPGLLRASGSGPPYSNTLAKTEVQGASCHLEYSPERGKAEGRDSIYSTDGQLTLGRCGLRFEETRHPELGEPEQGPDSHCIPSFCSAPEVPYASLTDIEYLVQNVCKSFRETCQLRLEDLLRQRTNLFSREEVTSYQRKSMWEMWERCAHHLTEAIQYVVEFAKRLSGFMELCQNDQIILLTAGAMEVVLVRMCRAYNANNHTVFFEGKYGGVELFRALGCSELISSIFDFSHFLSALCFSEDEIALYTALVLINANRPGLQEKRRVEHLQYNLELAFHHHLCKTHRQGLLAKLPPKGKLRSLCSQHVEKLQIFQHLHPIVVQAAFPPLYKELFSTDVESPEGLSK
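Schneider cells (Drosophila), stable Gal4 DBD–ROR gamma + UAS-luc; 1 hr cmpd preincubation; Cu2+ induction 700 uM final; 20 hr ambient; luminescence.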
Tb PFK inh – T. brucei PFK enzyme inhibition; O15648; T. brucei PFK, ADP-Glo luminescence; Potency, µM (titrated, usually from 57.5 µM), for inactives: top-dose activity, negative = inhibition, hits mostly inhibitors; 330,000 tested, 0.17% active;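 also: potency is read from the fitted curve at half-maximal effect; 0% = uninhibited 1x PFK enzyme wells and -100% = no-enzyme wells; nearly all actives have a fitted effect of over 60% in size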
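Activity is normalized to no-enzyme wells (full inhibition) and 1.25 nM enzyme wells (no inhibition). Reaction: 0.5 mM F6P, 0.1 mM ATP, 45 min RT, ADP-Glo luminescence; concentration-response curves fitted and classed by quality.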
An asterisk follows results filed as active; ? = inconclusive; · = no result given; [ ] = remark or other dose. Unless noted, calls follow the shape of the dose curve; as a rule, active = well fitted curve in the direction sought with a large enough effect; inconclusive = small, poorly fitted or top-dose-only effect, or another doubt; inactive = no such curve, though single readings can be large; an effect the other way counts as inactive or inconclusive.

1) COC(=O)CNC(=O)C(C)NC(=O)OCc1ccccc1 (centres undefined)
2) COc1ccc2c(c1)c(C(O)CN1CCN(Cc3ccc4c(c3)OCO4)CC1)c(C)n2C (centres undefined)
3) CCOC(=O)N1CCN(S(=O)(=O)CCNC(=O)c2ccc(OC)cc2)CC1
4) CC(C)NS(=O)(=O)c1ccc(NC(=O)C(C)Oc2ccc(C(=O)c3ccccc3)cc2)cc1 (centres undefined)
5) Cc1cc(C)cc(NC(=O)COC(=O)c2n[nH]c3ccccc23)c1
6) CC1CCN(c2ccc(C(=O)NCc3cccs3)cn2)CC1
7) COC(=O)C1(C(=O)OC)NOC2C(=O)N(c3ccccc3)C(=O)C21 (centres undefined)
8) COc1cc(CCC(=O)OCC(=O)N(CCC#N)c2ccccc2)cc(OC)c1OC
screen / no.	1	2	3	4	5	6	7	8
uPA surface inh	-3%	-9%	-11%	-2%	-1%	-16%	·	-4%
VP16 counter	-4%	-3%	·	7.1µM*	-11%	?	?	-1%
NPC1 promoter act	4%	-1%	-3%	-3%	?	?	1%	-2%
Rab9 prom act	-3%	9%	0%	-4%	?	?	-4%	1%
ELG1 genotox	-3%	-3%	4%	1%	4%	?	-1%	3%
Coupling enz	3	-21	·	2	-1	0	0	3
Giardia kill	57[activator]	-3	-5	-9	13	6	-10	13
FLuc counter	1%	3%	5%	2%	?	24µM*	3%	1%
KCNH2 3.1 block	?	0	-13	9	-5	-2	-7	-2
RORgamma inh	0%	12%	·	?	18%	-3%	?	-17%
Tb PFK inh	-3%	4%	0%	-2%	-2%	-5%	0%	-3%

Entries of single compounds from above.
Entry for COc1cc(CCC(=O)OCC(=O)N(CCC#N)c2ccccc2)cc(OC)c1OC = uPA surface inh = -4%; VP16 counter = -1%; NPC1 promoter act = -2%; Rab9 prom act = 1%; ELG1 genotox = 3%; Coupling enz = 3; Giardia kill = 13; FLuc counter = 1%; KCNH2 3.1 block = -2; RORgamma inh = -17%; Tb PFK inh = -3%
Entry for CC(C)NS(=O)(=O)c1ccc(NC(=O)C(C)Oc2ccc(C(=O)c3ccccc3)cc2)cc1 (centres undefined) = uPA surface inh = -2%; VP16 counter = 7.1µM*; NPC1 promoter act = -3%; Rab9 prom act = -4%; ELG1 genotox = 1%; Coupling enz = 2; Giardia kill = -9; FLuc counter = 2%; KCNH2 3.1 block = 9; RORgamma inh = ?; Tb PFK inh = -2%

(further entries)
9) CCOc1ccc(NC(=O)C(CC(=O)O)Cc2ccc(C)cc2)cc1 (centres undefined)
10) CCc1ccc(OCC(=O)OCC(=O)NC2CCCC(C)C2C)cc1 (centres undefined)
11) O=c1[nH]c2ccc(NC(=S)NC3CCCCC3)cc2[nH]1
12) COc1ccccc1/C=C(\NC(=O)c1cccc(C)c1)C(=O)Nc1ccccn1
13) O=C(CCCCC(=O)NCc1cccs1)NCc1cccs1
14) Cc1ccc(F)cc1NC(=O)CSc1nnc(CNC(=O)c2ccco2)n1C
15) Cc1ccc(CN2CCNC(=O)C2CC(=O)N(C)CCc2ccccc2)cc1 (centres undefined)
16) CCCCN(C(=O)Cc1ccc(S(=O)(=O)N2CCOCC2)s1)c1c(N)n(CC(C)C)c(=O)[nH]c1=O
screen / no.	9	10	11	12	13	14	15	16
uPA surface inh	3%	3%	3%	1%	4%	6%	-8%	-1%
VP16 counter	1%	·	6%	0%	-4%	·	2%	·
NPC1 promoter act	-1%	·	-1%	2%	-5%	5%	-2%	0%
Rab9 prom act	-4%	·	3%	-1%	-3%	-6%	-3%	4%
ELG1 genotox	-3%	3%	0%	2%	1%	1%	0%	-4%
Coupling enz	5	·	-1	-1	1	·	0	·
Giardia kill	-13	-18	19	1	13	8	-21	-13
FLuc counter	-6%	·	-1%	-1%	2%	-1%	1%	0%
KCNH2 3.1 block	-1	7	4	7	-15	8	-9	-3
RORgamma inh	-32%	·	0%	7%	-3%	·	2%	·
Tb PFK inh	1%	-1%	-9%	1%	-12%	-10%	-4%	-9%

17) O=C(O)c1cccc(NC(=O)c2cccc(S(=O)(=O)N3CCc4ccccc43)c2)c1
18) O=C(COc1ccccc1)Nc1ccc2c(c1)C(=O)N(CC1CCCO1)C2=O (centres undefined)
19) CCc1nc(Nc2ccc3c(c2)OCCO3)c2oc3ccccc3c2n1
20) O=C(O)/C=C/C(=O)c1ccc2c(c1)NC(=O)CO2
21) O=C(Nc1nc(-c2ccc3c(c2)OCCO3)cs1)c1ccc(S(=O)(=O)N2CCCCC2)cc1
22) O=C1NC(=O)C(c2cn(-c3ccccc3)nc2-c2ccc(F)cc2)N1 (centres undefined)
23) CC(NC(=O)c1ccc(F)cc1Cl)C1CC2CCC1C2 (centres undefined)
24) COc1cc(Br)c(C2CC(=O)Nc3cc(OC)c(OC)cc32)cc1OC (centres undefined)
screen / no.	17	18	19	20	21	22	23	24
uPA surface inh	-2%	-2%	-8%	0%	1%	7%	-1%	-11%
VP16 counter	7%	14%	-2%	-12%	-11%	4%	-5%	1%
NPC1 promoter act	14%	-4%	-1%	-2%	-14%	-6%	0%	1%
Rab9 prom act	3%	-1%	-4%	0%	-10%	-2%	7%	8%
ELG1 genotox	5%	-3%	-13%	5%	-13%	-1%	5%	7%
Coupling enz	-4	3	-1	2	-1	1	1	1
Giardia kill	-2	-16	2	-17	14	-4	6	1
FLuc counter	21µM*	-5%	27µM*	-17%	0%	-4%	-3%	5%
KCNH2 3.1 block	-4	7	17	12	-6	-9	9	24
RORgamma inh	-1%	10%	1%	-17%	11%	5%	0%	44%
Tb PFK inh	-15%	-3%	-2%	?	0%	28%	-1%	-3%

Some of these compounds in order of the RORgamma inh value, largest number first.
nr	SMILES	RORgamma inh
22	O=C1NC(=O)C(c2cn(-c3ccccc3)nc2-c2ccc(F)cc2)N1 (centres undefined)	5%
23	CC(NC(=O)c1ccc(F)cc1Cl)C1CC2CCC1C2 (centres undefined)	0%
20	O=C(O)/C=C/C(=O)c1ccc2c(c1)NC(=O)CO2	-17%

Taken from above:
RORgamma inh, cpd 18 : 10%
Giardia kill, cpd 22 : -4
Giardia kill, cpd 21 : 14
uPA surface inh, cpd 20 : 0%

(listing goes on)
25) O=C(NC(Cc1ccccc1)C(=O)O)/C(=C\c1ccc(Br)cc1)NC(=O)c1ccc(Br)o1 (centres undefined)
26) Cc1c(S(=O)(=O)c2ccccn2)c(N)n(Cc2ccccc2Cl)c1C
27) C/C=C\C=C/C(=O)Nc1cccc(C2=NOC3(C2)C[C@H](C(N)=O)N(C(=O)CC)C3)c1 (some centres undefined)
28) COc1cccc(NC(=O)CN2C(=O)NC(C)(C3CC3)C2=O)c1 (centres undefined)
29) O=C(c1ccc(NS(=O)(=O)c2cccc(F)c2)cc1)N1CCCCC1
30) O=C(Cc1coc2ccc3ccccc3c12)Nc1nccs1
31) CCOC(=O)c1ccc(NC(=S)NN2CCN(C)CC2)cc1
32) CCOC(=O)N1CCN(C(=O)c2ccc(S(=O)(=O)Nc3ccc(C)cc3)cc2)CC1
33) COC(=O)c1ccccc1S(=O)(=O)N1CCC(C(=O)OCC(=O)NCC(F)(F)F)CC1
34) Cc1ccc(OCC(=O)Nc2ccc(Cl)cc2)c([N+](=O)[O-])n1
35) CCN(CC)CCCC(C)NC(=O)c1cc(=O)c2ccccc2o1 (centres undefined)
screen / no.	25	26	27	28	29	30	31	32	33	34	35
uPA surface inh	0%	0%	-7%	-6%	4%	6%	15%	-12%	3%	-66%	1%
VP16 counter	1%	1%	4%	·	-25%	?	7%	·	0%	·	1%
NPC1 promoter act	1%	2%	1%	·	1%	0%	-8%	·	0%	2.8µM*	0%
Rab9 prom act	-5%	-2%	3%	·	0%	10%	1%	·	0%	?	-2%
ELG1 genotox	-6%	-8%	0%	4%	0%	-2%	-3%	0%	3%	?	0%
Coupling enz	3	1	-9	·	·	2	0	·	-1	·	0
Giardia kill	18	16	7	2	-25	-21	25	-4	-27	?	17
FLuc counter	2%	2%	19µM*	·	1%	-2%	1%	·	-1%	·	0%
KCNH2 3.1 block	-14	-3	-13	7	0	-15	1	-10	4	3	-5
RORgamma inh	0%	-8%	-1%	·	?	14%	?	·	4%	·	9%
Tb PFK inh	-1%	-3%	2%	0%	5%	4%	0%	-3%	3%	0%	3%
